Screens deposited in PubChem by several laboratories.
Yfh1-depleted yeast = enhancers of respiration in Yfh1-depleted yeast, dose response, Friedreich's ataxia, plus single-dose screen (AID 1465) | S. cerevisiae Yfh1-off respiration, WST-1 reduction, 72 h; higher fold induction means a stronger effect | fold induction at 50 µM; hits with a dose series show EC50 in µM | hit rate 0.074% among 220,000;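 active = fold induction of absorbance versus untreated yeast above a set limit, then at least 30% activation at any dose in follow-up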;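 note: activators that raise dye reduction in frataxin-depleted yeast; strong numbers were not always called active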
T cell HTS = T cell immune modulators affecting CD8 T cell-vesicle binding | 2C CD8+ T cell-vesicle binding, flow cytometry; active compounds read low | calls only at 7 µM | hit rate 0.068% among 330,000 | AID 2052;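 active = response, share of CD8 T cells binding vesicles, and their 90th percentile fluorescence all below set limits, cut at about 80% in these data, passing the limit was not always enough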
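material = purified 2C TCR transgenic mouse naive CD8+ T cells | controls = Unloaded micro-vesicles (low), QL9 vesicles with 0.7% DMSO (high) | detection = cytometric PE anti-B7-1 and Alexa647 anti-CD8 signals after 1% paraformaldehyde fixation | incubation = binding step 1.5 h, 37 °C, antibody labelling 20 min, ice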
M1AAP inhibition = P. falciparum M1AAP inhibitors, biochemical, fluorogenic H-Leu-NHMec substrate, 1536-well (AID 1445). recombinant M1AAP, H-Leu-NHMec fluorogenic kinetic assay; higher % means a stronger effect. inhibition, % at 30 µM, or IC50 in µM where a hit was titrated. hit rate 0.42% among 220,000;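 active = primary inhibition above the hit cutoff, then over 50% inhibition at one or more dose response concentrations, cut at about 23% in these data, passing the limit was not always enough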;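 note: plate controls were DMSO full reaction for no effect and no enzyme background for full effect; strong numbers were not always called active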
Autophagy mod = modulators of autophagy | hit rate 0.98% among 190,000 | MEF GFP-LC3 puncta imaging; test concentration mostly 10 µM | calls only at 10 µM (by protocol);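 active = percentage of spot-positive cells more than 3 SD above its plate mean, without a fluorescence outlier flag or 80% toxicity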;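 note: spot-positive cell cutoff set from DMSO-treated cells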
bCat nuc transl = beta-catenin nuclear translocation modulation; HeLa beta-catenin nuclear translocation, immunofluorescence imaging; nuclear translocation activity, % at 5 µM; hit rate 0.3% among 190,000; AID 1665;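 active = nuclear translocation activity above 50% at 5 µM, with a well cell count of 50 or more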;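 note: per-cell ratio of nuclear to cytoplasmic median beta-catenin stain intensity; plate controls were DMSO negative control for no effect and GSK-3 inhibitor IX positive control for full effect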
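Assay system: human HeLa cells, native beta-catenin; doses: 5 µM primary, 0.02–20 µM confirmation; incubation: compound treatment 24 h, 37°C, 5% CO2; technique: fluorescence imaging of beta-catenin antibody stain plus DAPI; measure: % activation, nuclear-to-cytoplasmic median beta-catenin signal ratio per cell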
MT stabilizer = microtubule stabilizers in HeLa cells; HeLa tubulin immunostaining HCS, 24 h; share of cells brighter than vehicle mean+2SD; % tubulin-high responders, % at 10 µM; hit rate 0.83% among 200,000;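 active = plate Z-score above 3 for both tubulin-high and condensed-nucleus cell shares, with cell loss under 80%, at 10 µM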;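 note: anti alpha tubulin signal scored within the nucleus-defined area of each cell; some results filed as inactive read as strong as hits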
WT yeast gro inh = growth inhibition of WT yeast, mitochondrial fusion screen. mitochondrial fusion phenotypic screen, WT strain. inhibition, % at 10 µM. hit rate 2.1% among 190,000. AID 1362; in the data active = inhibition above about 58%; tested in S. cerevisiae
M17LAP inhibition = P. falciparum M17LAP inhibitors, primary screen, biochemical, fluorogenic H-Leu-NHMec substrate, 1536-well (AID 1619); recombinant M17LAP, H-Leu-NHMec fluorogenic kinetic assay; higher % means a stronger effect; inhibition, % at 30 µM, or IC50 in µM where a hit was titrated; hit rate 0.38% among 220,000;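 active = compound inhibiting the enzyme by more than half at any dose during confirmatory dose-response retesting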;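 note: plate controls were full reaction with DMSO carrier for no effect and no enzyme background for full effect; strong numbers were not always called active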
Dynein cargo inh = dynein cargo transport inhibition; 3617.4 mouse cells, GR-EGFP nuclear translocation imaging; test concentration mostly 20 µM; stimulated with dexamethasone, 1 µM; active compounds read low; z-score, hits read low; AID 1381; hit rate 0.47% among 220,000;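 active = plate z-score of nuclear minus cytoplasmic receptor signal below a set negative limit, without overly bright fluorescence or cell loss, cut at about -3.5 in these data, passing the limit was not always enough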;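 note: z-score of nuclear minus cytoplasmic ring GR-EGFP intensity difference per well; some compounds called inactive have numbers as strong as hits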
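Also added: dexamethasone, 1.0 µM final. Medium: tet-free, stripped-serum medium. Detection: fixed, Hoechst-stained cells imaged at 10x for EGFP. Read-out: nuclear-to-cytoplasmic GR-EGFP distribution per well. Times: induction 48 h, compound 1 h, agonist 30 min.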
WT yeast gro inh mutant strain = further read-out of WT yeast gro inh, marked with its call; inhibition, %; mitochondrial fusion phenotypic screen, mutant strain inhibition
Dynein cargo inh cytoplasmic EGFP = recorded beside Dynein cargo inh, whose call it bears; z-score; measured here: cytoplasmic GR-EGFP intensity; active compounds read high
Dynein cargo inh nuclear GR-EGFP = also measured in Dynein cargo inh; calls as there; z-score; measured here: nuclear GR-EGFP intensity;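 lower value marks the stronger effect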
Dynein cargo inh cell count = also measured in Dynein cargo inh; calls as there; z-score; measured here: cell count per field
bCat nuc transl cell count 5 µM = also measured in bCat nuc transl; calls as there; cell count; measured here: cell count, cytotoxicity flag
T cell HTS vesicle-bound % = further read-out of T cell HTS, marked with its call; double positive events, %; measured here: CD8+ vesicle-bound cell fraction;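 binding gate set so that unloaded-vesicle control wells show 10% double positive cells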
MT stabilizer Hoechst-high % = further read-out of MT stabilizer, marked with its call; % Hoechst-high responders; measured here: nuclear condensation Hoechst responders;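 share of cells brighter than vehicle mean plus two SD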
MT stabilizer cytotoxicity % = recorded beside MT stabilizer, whose call it bears; toxicity, %; measured here: cytotoxicity by cell density;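 0% = mean cell density of plate MIN control wells and 100% = no cells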
Autophagy mod cell loss 18 h = further read-out of Autophagy mod, marked with its call; toxicity, %; measured here: cell loss, nuclei count;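 cell loss after 18 h compound exposure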
* marks the source's active call; other numbers are inactive results; i = inactive; x = no result given.

SMILES	Yfh1-depleted yeast	T cell HTS	T cell HTS vesicle-bound %	M1AAP inhibition	Autophagy mod	Autophagy mod cell loss 18 h	bCat nuc transl	bCat nuc transl cell count 5 µM	MT stabilizer	MT stabilizer Hoechst-high %	MT stabilizer cytotoxicity %	WT yeast gro inh	WT yeast gro inh mutant strain	M17LAP inhibition	Dynein cargo inh	Dynein cargo inh cytoplasmic EGFP	Dynein cargo inh nuclear GR-EGFP	Dynein cargo inh cell count
c1ccc(N/N=C2\CCCc3ccccc32)nc1	i	i	34	-5%	i	5	5.5	1043	2.2	2.2	0.2	65*	29*	11%	0.66	0.0081	0.28	-2.1
Cc1noc(C)c1C(=O)OCC(=O)NCCc1ccc(Cl)cc1	i	i	39	-4%	i	45	-0.4	1169	2.0	1.6	9.0	-9	-11	13%	-0.18	-0.24	0.077	0.8
CC(C)(C)CNC(CO)C12CC3CC(CC(C3)C1)C2 (stereo unspecified)	i	i	39	7%	i	-2	2.2	1462	3.0	1.7	1.7	0	-15	-7%	0.11	-0.22	-0.76	0.027
CCOC(=O)N1CCN(C(=O)C2CCN(S(=O)(=O)c3cc(OC)ccc3OC)CC2)CC1	i	i	50	0%	i	-4	-0.4	1003	4.0	3.9	1.7	10	-2	0%	0.68	-0.32	0.17	-0.12
Cc1ccn2c(C(=O)CSc3ccccc3)c(C)nc2c1	i	i	20	5%	i	11	-5.3	1075	6.0	1.5	10	-5	-13	-2%	-0.65	-0.32	-0.42	0.8
Cc1cccc(NS(=O)(=O)c2ccc3[nH]c(=O)cc(C(=O)O)c3c2)c1	i	i	45	9%	i	15	-0.5	889	4.1	1.7	1.5	5	7	3%	0.21	-0.32	0.037	0.23
CCn1cc(C2=NC(CC(C)C)CO2)c2ccccc21 (stereo unspecified)	i	i	22	2%	x	x	0.3	1285	x	x	x	x	x	-6%	-0.32	-0.17	-0.017	-0.095
O=S(=O)(c1ccc(F)cc1)c1snnc1-c1ccccc1	i	i	15	6%	i	33	0.7	1059	5.8	5.8	42	-13	8	-3%	-3.1	0.013	-1.1	1.9
COc1cc2c(C(=O)N3CCN(C)CC3)c(C)oc2cc1Br	i	i	18	4%	i	14	-2.2	1082	1.6	2.3	8.9	-15	-7	12%	-0.59	0.12	-0.19	0.7
CC1=NN(C(C#N)c2c(C)nn(Cc3ccccc3)c2C)C(C)(C)C1 (stereo unspecified)	i	i	57	0%	i	11	0.3	1419	6.2	1.4	6.9	1	-6	-3%	1.2	-0.34	0.71	0.55
O=C(NNC(=S)NCc1ccc(Cl)cc1)c1ccc(Br)o1	i	i	26	-5%	i	8	1.4	1416	2.8	2.2	5.8	0	-1	12%	-0.5	-0.26	-0.74	0.65
Cc1cc(C)c(S(=O)(=O)N(CC(=O)N2CCCC2)C2CCCCC2)c(C)c1	i	i	9	13%	i	-4	-2.2	1070	3.8	2.3	3.8	24	10	1%	-0.26	-0.19	-0.29	1.3
CCCCOc1ccc(S(N)(=O)=O)cc1	i	i	6	5%	i	-1	-0.5	1084	5.0	2.2	2.4	14	-8	-1%	0.45	-0.24	0.11	0.23
CC(C)(C)c1nc2scc(-c3cccs3)c2c(=O)o1	i	i	40	14%	i	-11	x	x	3.3	1.2	4.3	7	-5	14%	-1.4	-0.23	-1.4	0.59
Cc1onc(-c2ccccc2)c1-c1n[nH]c(=S)n1-c1ccc(C(=O)O)cc1	i	i	42	-9%	i	11	2.5	1169	2.0	1.8	4.2	3	-45	13%	-0.77	0.43	-0.19	0.48
COc1cc(NS(=O)(=O)c2ccc(Nc3nc(-c4ccccc4)cs3)cc2)nc(OC)n1	i	i	37	5%	i	-5	0.9	1115	2.2	2.1	5.2	-53	12	10%	0.16	-0.25	0.2	-0.31
CCOC(=O)C(C)Sc1nnc(-c2ccccc2O)n1Cc1ccccc1 (stereo unspecified)	i	i	26	17%	i	14	-0.4	758	1.8	2.4	3.2	-8	-30	1%	-0.59	-0.2	-0.38	0.49
COc1ccc(N/C=C(\C#N)c2nc3ccccc3n2C)c(OC)c1	i	i	15	9%	i	15	-3.6	1052	3.1	2.9	6.9	-5	10	0%	-0.53	-0.22	-0.63	1.1
CC1CCCC(C)N1Cc1cn2ccccc2n1 (stereo unspecified)	i	i	18	1%	i	6	-2.6	880	6.7	1.6	0.3	-3	-5	11%	-0.2	-0.46	-0.23	1.7
CCCc1n[nH]c2c1C(=O)C(C(=O)OC)C(C)(C)C2 (stereo unspecified)	i	i	22	-3%	i	7	0.0	500	2.1	2.3	4.0	-3	3	-7%	-0.27	-0.26	0.51	0.33
CCC(=O)Nc1cccc(NC(=O)COc2ccc(OC)cc2)c1	i	i	25	0%	i	-3	x	x	3.3	2.3	25	-5	-23	6%	0.042	-0.28	-0.027	0.88
CN(C)c1ccc(C(CC(=O)O)C(=O)O)cc1 (stereo unspecified)	i	i	52	3%	i	10	0.4	1098	2.5	1.8	5.8	-2	-6	-4%	-0.15	-0.25	0.15	-0.1
O=C(Nc1nn(Cc2ccccc2F)cc1Br)c1cccs1	i	i	32	17%	i	1	-0.5	1196	3.3	2.0	2.7	-16	-23	-4%	-0.29	-0.27	-0.079	0.62
O=C(Nc1ccccc1)NC1CCN(Cc2ccccc2)CC1	i	i	60	1%	i	21	0.1	1484	2.9	1.8	6.0	-10	-9	-2%	-0.8	-0.25	-0.4	0.88
Cc1nn(-c2ccccc2)c2c1C(c1ccncc1)C(C#N)=C(N)O2 (stereo unspecified)	i	i	40	1%	i	-17	-1.0	1050	5.2	2.0	6.3	8	-1	11%	-0.68	-0.15	-0.13	0.4
O=C(Nc1ccccc1)C1CC(=O)n2c(nc3ccccc32)N1 (stereo unspecified)	i	i	50	-1%	x	x	0.1	1359	x	x	x	x	x	1%	-0.53	-0.82	-0.48	0.18
CC1=C(C(=O)OC2CCCCC2)C(c2cccnc2)n2nnnc2N1 (stereo unspecified)	i	i	45	4%	i	19	3.1	497	2.0	2.4	6.6	-5	-11	11%	-0.8	-0.24	0.4	0.03
Cc1ccc(SCc2[nH]nc3c2C2(CCSCC2)C(C#N)=C(N)O3)cc1	i	i	7	5%	i	7	x	x	2.3	0.2	48	-10	1	91µM*	0.7	-0.22	0.97	-1.1
CCn1c(C2CC(=O)N(c3cc(C)cc(C)c3)C2)nc2ccccc21 (stereo unspecified)	i	i	x	1%	i	-6	-0.3	1021	2.9	2.0	5.5	-12	-7	0%	-0.79	-0.19	-0.31	0.77
O=C(ON=C1CCN(S(=O)(=O)c2ccccc2)CC1)c1cccc(Cl)c1	i	i	47	7%	i	2	0.1	1085	1.1	1.4	1.5	15	11	6%	-0.24	-0.2	-0.41	0.35
Cn1cccc1Cc1nnc(SCC(=O)N2CCCc3ccccc32)n1-c1ccc(F)cc1	i	i	27	8%	i	-1	-0.2	1064	2.8	2.7	6.2	-13	8	9%	0.39	-0.19	0.4	0.56
COC(=O)c1nnn(-c2cccc(Cl)c2)c1C(=O)OC	i	i	4	12%	x	x	-0.4	1268	x	x	x	x	x	7%	0.2	-0.28	-0.046	0.16
Cc1cccnc1NC(=O)C1CCCN(S(=O)(=O)c2ccc3c(c2)oc(=O)n3C)C1 (stereo unspecified)	i	i	50	0%	i	16	x	x	3.1	2.5	13	7	3	-3%	-0.58	-0.066	-0.31	-0.31
O=C(Nc1ccc(Br)cc1F)c1sccc1-n1cccc1	i	i	49	7%	i	2	1.5	1130	3.9	2.1	10	-15	6	-13%	-0.43	-0.26	-0.083	0.91
Nc1c(Cl)cc(Cl)cc1C(=O)OCC(=O)N1CCOCC1	i	i	43	6%	i	6	-1.5	913	2.8	3.0	5.7	-39	-12	-235%	-1.1	-0.19	-0.46	0.53
CCCCCOc1ccc(C2C(C(C)=O)=C(C)Nc3ncnn32)cc1OC (stereo unspecified)	x	i	31	-4%	i	8	3.0	1414	2.2	1.6	9.9	3	-2	-2%	-0.3	-0.21	-0.032	0.6
CCN(CC(=O)NC1CCS(=O)(=O)C1)C(=O)COc1ccccc1-c1ccccc1 (stereo unspecified)	x	i	29	4%	i	7	x	x	1.8	1.4	9.2	-15	-11	6%	-0.64	-0.19	-0.23	0.22
CCN1CCN(C(=O)CCc2nc3ccccc3n2-c2ccccc2)CC1	i	i	50	-6%	i	-2	x	x	2.7	3.3	6.7	-14	-1	-1%	0.65	-0.16	0.00029	-0.34
O=C(Cn1cnc2ccccc2c1=O)Nc1ccc(S(=O)(=O)N2CCOCC2)cc1	i	i	43	0%	i	-17	2.1	984	2.9	2.8	8.0	2	7	4%	-0.75	-0.22	0.15	0.6
